# CendR NRP1 mod: modulators of CendR peptide binding to human neuropilin-1. O14786. FAM-RPARPAR peptide binding to NRP-1, fluorescence polarization. inhibition, % at 25 µM. 360,000 compounds, 0.85% hits. AID 602438;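 active means inhibition or corrected inhibition above about 18%, plus a signal ratio from 0.5 to 1.5, limit read from the data, passing the limit was not always enough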; further: strong numbers were not always called active
# Tb MetRS inh: Trypanosoma brucei MetRS inhibition; AID 624268; purified T. brucei MetRS, ATP depletion, Kinase-Glo luminescence; inhibition, % at 11.9 µM; 360,000 compounds, 0.4% hits;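 active means inhibition above a per-plate cutoff of the control wells' mean inhibition plus 3 SD, cut at about 5.5% in these data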;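 further: 0% = DMSO wells median and 100% = median of wells with control inhibitor compound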
#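 System: purified T. brucei MetRS enzyme / Detection: Kinase-Glo luciferase luminescence reporting remaining unconsumed ATP / Medium: HEPES buffer with MgCl2, KCl, DTT, spermine, BSA, pyrophosphatase / Replication: singlicate, one well per compound / Evaluation: percent inhibition relative to median high and low control wells / Schedule: 2 h aminoacylation at 25 °C after 15 min preincubation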
# E coli Lon inh: inhibitors of E. coli Lon protease; P0A9M0; purified E. coli Lon protease, fluorescence polarization; inhibition, % at 7.94 µM; 360,000 compounds, 0.42% hits; AID 602123; in the data active means inhibition above about 13%, passing the limit was not always enough;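 further: 0% = enzyme with probe and DMSO and 100% = no enzyme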
# Target sequence (P0A9M0 whole entry, looked up): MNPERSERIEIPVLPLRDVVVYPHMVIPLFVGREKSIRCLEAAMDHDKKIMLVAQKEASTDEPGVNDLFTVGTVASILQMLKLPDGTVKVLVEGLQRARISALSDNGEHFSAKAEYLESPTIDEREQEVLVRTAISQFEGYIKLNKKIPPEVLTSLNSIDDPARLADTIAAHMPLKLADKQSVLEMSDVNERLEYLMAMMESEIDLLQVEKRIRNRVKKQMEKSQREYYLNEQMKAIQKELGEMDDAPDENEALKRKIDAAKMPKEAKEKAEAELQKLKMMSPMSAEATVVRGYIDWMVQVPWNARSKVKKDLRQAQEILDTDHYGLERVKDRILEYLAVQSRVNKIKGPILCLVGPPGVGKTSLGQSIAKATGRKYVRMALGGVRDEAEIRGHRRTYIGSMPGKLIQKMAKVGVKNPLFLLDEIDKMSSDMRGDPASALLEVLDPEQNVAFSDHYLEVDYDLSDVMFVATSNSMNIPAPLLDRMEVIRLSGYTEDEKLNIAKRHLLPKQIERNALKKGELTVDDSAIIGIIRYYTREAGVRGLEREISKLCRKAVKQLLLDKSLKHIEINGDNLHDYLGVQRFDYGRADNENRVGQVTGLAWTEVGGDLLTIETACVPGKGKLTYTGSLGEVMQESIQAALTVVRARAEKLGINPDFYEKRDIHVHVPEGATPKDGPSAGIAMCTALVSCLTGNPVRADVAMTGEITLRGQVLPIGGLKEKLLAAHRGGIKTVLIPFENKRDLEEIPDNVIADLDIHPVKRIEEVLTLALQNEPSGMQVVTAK
# STEP block: inhibitors of human striatal-enriched phosphatase STEP | P54829 | recombinant STEP, OMFP fluorogenic substrate, fluorescence | inhibition, % at 20 µM | 360,000 compounds, 0.25% hits | AID 588621;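 active means inhibition at 20 µM, scaled per plate between control wells, above about 37%, limit read from the data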;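 further: 0% = DMSO with enzyme and substrate and 100% = substrate only without enzyme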
#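 Assay system: isolated STEP enzyme / Timing: 20 min at room temperature, dark / Doses: 20 µM, 1% DMSO / Technique: fluorescence intensity, excitation 480 nm, emission 540 nm / Reagent: fluorogenic phosphatase substrate OMFP at 25 µM final / Measure: percent inhibition scaled to no-enzyme and uninhibited-enzyme controls, plate-pattern corrected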
# bovine MsrA act: activators of bovine methionine sulfoxide reductase A; purified bovine MsrA, absorbance read-out; activation, % at 10.6 µM; 360,000 compounds, 0.3% hits; AID 602163; in the data active means activation above about 7.5%;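 further: 0% = vehicle and 100% = reference activator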
# Scp-1 inhibitor: Scp-1 (human) phosphatase inhibition; inhibition, % at 20 µM; Recombinant Scp1, phosphopeptide, malachite green phosphate absorbance; Q9GZU7; 340,000 compounds, 0.88% hits;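 active means inhibition above about 50% at 20 µM, limit read from the data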;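 further: plate controls were DMSO wells with enzyme for no effect and wells lacking enzyme for full effect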
#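 Test system: SCP-1 phosphatase catalytic domain, residues 76-261; measured by: colorimetric phosphate reagent with accelerator and stabiliser, absorbance at 630 nm; timing: enzyme reaction 45 min at room temperature, colour 5 min, stabilisation 30 min; also added: Phosphorylated 17-residue peptide substrate; compound dosing: one concentration, 20 µM, with 1.0% DMSO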
# MsrA inh: inhibitors of bovine MsrA. purified bovine MsrA, absorbance read-out. AID 651718. inhibition, % at 15.5 µM. 360,000 compounds, 0.75% hits; in the data active means inhibition above about 4.5%;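 further: 0% = vehicle wells with enzyme and 100% = reference inhibitor wells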
# LMPTP inh: LMPTP (human) inhibition; recombinant LMPTP-A, OMFP fluorogenic substrate, fluorescence intensity; inhibition, % at 20 µM; 360,000 compounds, 0.22% hits;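 active means compounds that cut the enzyme signal by at least half of the control window in the single-dose screen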;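 further: plate controls were DMSO wells with enzyme plus substrate for no effect and substrate without enzyme for full effect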
# Target sequence (P24666 whole entry, looked up): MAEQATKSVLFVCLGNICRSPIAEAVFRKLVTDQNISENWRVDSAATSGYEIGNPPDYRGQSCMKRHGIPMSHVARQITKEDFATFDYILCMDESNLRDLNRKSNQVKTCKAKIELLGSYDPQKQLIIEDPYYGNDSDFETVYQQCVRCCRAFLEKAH
#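 Test system: LMPTP-A phosphatase enzyme; input: 0.625 nM LMPTP-A final; reagent: OMFP substrate, 400 µM final; compound dosing: 20 µM single dose, 3% DMSO; incubation: 50 min dark incubation at room temperature; measured by: endpoint fluorescence intensity from OMFP dephosphorylation; measure: % inhibition relative to no-enzyme and uninhibited control wells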
# DNMT1 inh: DNMT1 (human) enzyme inhibition | P26358 | DNMT1 molecular beacon, Hinp1I cleavage, fluorescence | inhibition (reported as % activation of signal), % at 10 µM | 360,000 compounds, 0.83% hits | AID 588458; in the data active means inhibition above about 50%
# SUMO1 PPI mod: alters human SUMO1 binding to SIM partners; P63165; SUMO1 binding to a labelled peptide, TR-FRET, 1 h; inhibition, % at 20 µM; 360,000 compounds, 0.33% hits; AID 602429; in the data active means inhibition above about 37%
# Target sequence (P63165 whole entry, looked up): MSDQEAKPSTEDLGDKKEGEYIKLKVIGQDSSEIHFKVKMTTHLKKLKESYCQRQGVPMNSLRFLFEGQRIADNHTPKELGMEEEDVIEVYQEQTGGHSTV
# Starred values were filed as active, the others as inactive; . = no result given.
nr | CendR NRP1 mod | Tb MetRS inh | E coli Lon inh | STEP block | bovine MsrA act | Scp-1 inhibitor | MsrA inh | LMPTP inh | DNMT1 inh | SUMO1 PPI mod | SMILES
1 | 5 | -0.4 | 2 | -1 | -4 | -4 | -0.4 | -0.7 | 8 | -4 | O=C(CN1C(=O)NC2(CCCCC2)C1=O)NCCCSc1ccccc1
2 | -12 | -1.0 | 5 | -3 | -10 | 2 | -0.4 | -0.9 | 4 | 6 | COc1ccc(Cl)cc1NC(=O)NCc1ccccn1
3 | 3 | -0.4 | 5 | -1 | -3 | -11 | 0.8 | -0.8 | 16 | 3 | COc1ccc2c(c1)c(C(=O)CN1CCCCC1)c(C)n2C
4 | 2 | 0.3 | -8 | 0 | -3 | -8 | -1.5 | 0.5 | 23 | -2 | Cc1cccc(NC(=O)c2nc[nH]c2C(=O)Nc2ccccc2[N+](=O)[O-])c1
5 | 15 | 0.2 | -5 | 2 | -4 | -10 | -0.7 | 1.4 | -7 | 6 | COc1cc(OC)c(N(C)S(=O)(=O)c2cccc(C(=O)Nc3nccs3)c2)cc1Cl
6 | 10 | -0.7 | -3 | 2 | -3 | 6 | -0.6 | -1.8 | -4 | -2 | COC(=O)NC(C)N1C(=O)C2C3C=CC(C3)C2C1=O (stereo not drawn)
7 | 3 | -0.3 | 4 | -1 | 1 | 39 | 0.6 | 1.5 | -14 | 1 | COc1ccc(NS(=O)(=O)c2cc(NC(=O)COc3ccccc3)ccc2N2CCOCC2)cc1
8 | 16 | -1.0 | -4 | 0 | -13 | -7 | -1.1 | 4.3 | 0 | 18 | O=C(/C=C/c1ccccn1)c1cc(Cl)cc(Cl)c1O
9 | 8 | -0.8 | -5 | 0 | -2 | -5 | 0.9 | 0.9 | -1 | -14 | Cc1nn2c(-c3ccc(F)cc3)ccnc2c1Br
10 | 0 | -0.8 | -5 | -4 | -5 | 7 | 0.1 | 0.7 | 2 | 2 | Cc1cc(C)n2nc(SCC(=O)NC(=O)NCc3ccco3)nc2n1
11 | -9 | -0.5 | -10 | 4 | -8 | -7 | 2.5 | 0.9 | -9 | 0 | CCOC(=O)c1cc(-c2ccccc2)sc1NC(=O)CN1C(=O)NC(CC)(c2ccccc2)C1=O (stereo not drawn)
12 | 6 | 0.1 | -7 | 1 | -6 | 6 | 2.0 | 1.2 | -2 | -6 | Cc1cc2nc(-c3ccc[nH]c3=O)n(Cc3ccc(F)cc3)c2cc1C
13 | 0 | -0.3 | -8 | -2 | -2 | -6 | 0.3 | -0.2 | 8 | 5 | CN1CCN(c2nc3c(c(=O)n(C)c(=O)n3C)n2Cc2ccc(F)cc2)CC1
14 | 2 | 0.4 | 1 | 1 | 0 | -1 | -1.1 | -1.7 | 2 | 1 | O=C(NCC1COc2ccccc2O1)C1C2C=CC3(CN(Cc4cccs4)C(=O)C13)O2 (stereo not drawn)
15 | 4 | -0.8 | -3 | -1 | -9 | -5 | 0.5 | 0.7 | -9 | -2 | Cc1[nH]c2ccccc2c1C(=O)COC(=O)c1c(-c2ccccc2Cl)noc1C
16 | 0 | 0.1 | -2 | -2 | 0 | 0 | 0.1 | 0.5 | 1 | -2 | Cc1cc(F)ccc1NC(=O)CCCN(C)S(=O)(=O)c1ccc(F)cc1
17 | 30* | -0.5 | -3 | -1 | 0 | -1 | -0.8 | 0.3 | -1 | -17 | Cc1cc(C)n(-c2nnc(NCc3ccc(Cl)cc3)nn2)n1
18 | -27 | 0.5 | -6 | 2 | -4 | -5 | 1.9 | 4.6 | -16 | 18 | COc1cccc(/C=N/Nc2ccc(S(=O)(=O)Nc3ccccc3C(=O)O)cc2[N+](=O)[O-])c1O
19 | 21 | -0.7 | -5 | 4 | 3 | 0 | 1.1 | -1.5 | 0 | -26 | Cc1ccc(-n2c(N)c(C(=O)NCc3ccco3)sc2=S)cc1
20 | 5 | -0.2 | -6 | 2 | 2 | -9 | -0.1 | 0.7 | -11 | 2 | COc1cccc(/C=N/NC(=O)CN(CCc2ccccc2)S(=O)(=O)c2ccc(NC(C)=O)cc2)c1
21 | -7 | -0.8 | -1 | 1 | 0 | -9 | -0.6 | 0.4 | 2 | 2 | CNC(=S)Nc1cccc(Cl)c1C
22 | -9 | 0.2 | -20 | -1 | -1 | -3 | -0.1 | -2.6 | 3 | -5 | COc1cc(S(=O)(=O)N2CCOCC2)cc(C(=O)OCC(=O)NCc2ccco2)c1OC
23 | -13 | -0.5 | -2 | -2 | -6 | 6 | 1.4 | 0.2 | 0 | -4 | CCN(CC)CCN1C(=O)C(=O)/C(=C(/O)c2ccc(S(=O)(=O)N3CCOCC3)cc2)C1c1ccccc1 (stereo not drawn)
24 | 4 | -0.2 | 1 | 1 | -4 | -3 | -0.6 | -1.6 | 1 | 0 | CCNC(=S)N/N=C/c1c(Cl)cccc1Cl
25 | -2 | -0.6 | -6 | 0 | -3 | -10 | -0.4 | -0.6 | -8 | 3 | CC(C)c1ccc(NC(=O)CCC(=O)NCc2ccco2)cc1

# Next section; the last four above are carried over.
nr | CendR NRP1 mod | Tb MetRS inh | E coli Lon inh | STEP block | bovine MsrA act | Scp-1 inhibitor | MsrA inh | LMPTP inh | DNMT1 inh | SUMO1 PPI mod | SMILES
22 | -9 | 0.2 | -20 | -1 | -1 | -3 | -0.1 | -2.6 | 3 | -5 | COc1cc(S(=O)(=O)N2CCOCC2)cc(C(=O)OCC(=O)NCc2ccco2)c1OC
23 | -13 | -0.5 | -2 | -2 | -6 | 6 | 1.4 | 0.2 | 0 | -4 | CCN(CC)CCN1C(=O)C(=O)/C(=C(/O)c2ccc(S(=O)(=O)N3CCOCC3)cc2)C1c1ccccc1 (stereo not drawn)
24 | 4 | -0.2 | 1 | 1 | -4 | -3 | -0.6 | -1.6 | 1 | 0 | CCNC(=S)N/N=C/c1c(Cl)cccc1Cl
25 | -2 | -0.6 | -6 | 0 | -3 | -10 | -0.4 | -0.6 | -8 | 3 | CC(C)c1ccc(NC(=O)CCC(=O)NCc2ccco2)cc1
26 | -10 | 0.5 | -11 | 1 | -6 | . | -0.1 | -1.1 | 2 | 5 | C[C@@H]1CN([C@@H](C)CO)C(=O)c2cc(Br)cnc2O[C@H]1CN(C)C(=O)Nc1ccc2c(c1)OCO2
27 | 10 | 0.3 | -2 | -5 | -3 | -5 | -0.7 | -0.1 | -5 | 2 | Cc1ccc(CNC(=O)CCNS(=O)(=O)c2ccc(C)cc2)cc1
28 | 2 | 0.0 | 7 | 2 | -2 | -9 | -1.2 | 3.4 | -7 | 9 | COc1ccc(Cn2c(O)c(C=Nc3ccc(C)cc3)c3ccccc3c2=O)cc1
29 | 18 | -0.4 | 0 | -1 | -3 | -5 | -0.1 | -0.3 | 0 | -2 | CC(Oc1cccc(Cl)c1)C(=O)N1CCN(c2ncccn2)CC1 (stereo not drawn)
30 | 2 | -0.3 | 2 | 1 | 0 | -6 | 0.0 | -0.3 | 1 | 4 | O=C(NCCCn1ccnc1)c1ccc(COc2ccccc2)o1
31 | 2 | -0.9 | -3 | -4 | 0 | -6 | -0.5 | -0.6 | -5 | 5 | COC(=O)c1cc(NC(=O)CSc2nncn2C)cc(C(=O)OC)c1
32 | 16 | 0.4 | 0 | 5 | -1 | 3 | -0.2 | -1.2 | 0 | -3 | CCOC(=O)c1sc2ncn(C(C)C(=O)OCC)c(=O)c2c1C (stereo not drawn)
33 | 0 | -0.5 | 0 | -4 | -9 | -2 | -0.3 | 0.6 | -2 | 1 | CCn1c(CC(=O)Nc2cccc(OC)c2)nnc1SCC(=O)Nc1nccs1
34 | -1 | -0.4 | -11 | 0 | -1 | -3 | 0.4 | 0.6 | 2 | 1 | O=C(CSc1ncccn1)NCCC1=CCCCC1
35 | 0 | 1.2 | 0 | 0 | -1 | -5 | -0.2 | -1.4 | 0 | 0 | O=C(COc1ccccc1)Nc1ccc(N2CCN(C(=O)c3cccs3)CC2)cc1
36 | 15 | -0.4 | -6 | -1 | -5 | -2 | -0.7 | -2.0 | 0 | -2 | CCCN1CCN(CC(=O)Nc2nncs2)CC1
37 | -3 | -0.5 | -8 | 2 | -1 | -7 | -0.2 | -0.9 | -1 | 2 | COc1ccc(NC(=O)CN(C)CC(=O)Nc2ccc(Cl)c(S(=O)(=O)N(C)C)c2)cc1
38 | 18 | 0.5 | 1 | -1 | -1 | -4 | 0.5 | 0.1 | -6 | 0 | CCC1CN(C(=O)N2CCC(C(=O)NCCc3ccccc3OC)CC2)c2ccccc2O1 (stereo not drawn)
39 | -16 | 0.5 | -13 | -3 | -3 | -11 | -0.1 | -0.8 | -1 | -16 | O=C(Cn1nc([N+](=O)[O-])nc1Br)NC(c1ccccc1)c1ccccc1
40 | -4 | -1.6 | -7 | -2 | -11 | 3 | -0.6 | 4.0 | 0 | 3 | Brc1cc2c(cc1Cn1c(-c3cncs3)nc3ccccc31)OCO2
41 | 0 | -0.4 | -2 | 1 | -1 | 2 | 2.1 | 0.1 | 2 | 4 | CCn1c(SCC(=O)NCCc2ccc(OC)c(OC)c2)nc2c1c(=O)n(C)c(=O)n2C

# Single values from the list:
# O=C(CSc1ncccn1)NCCC1=CCCCC1 in Scp-1 inhibitor reads -3
# O=C(Cn1nc([N+](=O)[O-])nc1Br)NC(c1ccccc1)c1ccccc1 in LMPTP inh reads -0.8
# COc1ccc(Cn2c(O)c(C=Nc3ccc(C)cc3)c3ccccc3c2=O)cc1 in MsrA inh reads -1.2
# CCn1c(SCC(=O)NCCc2ccc(OC)c(OC)c2)nc2c1c(=O)n(C)c(=O)n2C in CendR NRP1 mod reads 0

# Structures above that bear a hit mark in CendR NRP1 mod.
nr | CendR NRP1 mod | Tb MetRS inh | E coli Lon inh | STEP block | bovine MsrA act | Scp-1 inhibitor | MsrA inh | LMPTP inh | DNMT1 inh | SUMO1 PPI mod | SMILES
17 | 30* | -0.5 | -3 | -1 | 0 | -1 | -0.8 | 0.3 | -1 | -17 | Cc1cc(C)n(-c2nnc(NCc3ccc(Cl)cc3)nn2)n1

# Bioassay records from PubChem.
